Mm-Cpn inhibitor: blocks the Methanococcus maripaludis chaperonin Mm-Cpn. AID 504842. 330,000 compounds, 0.031% hits. Potency, µM (series often up to 76.9 µM), for the others: at the highest dose activity, negative = inhibition, hits mostly inhibitors. purified Mm-Cpn ATPase, ADP Transcreener TR-FRET; further: potency means the concentration at half of the fitted maximal effect; on the % scale 0 is the no-effect control and ±100 the full control effect; nearly all actives have a fitted effect of over 80% in size
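ATPase turnover read by TR-FRET ADP competition (Eu cryptate antibody/ADP-d2, 665/590 nm): 10uM ATP final, 25nM Mm-CPN final, 30 min 37degC after 10-min compound preincubation, pH 7.4 Tris/KCl/MgCl2/DTT buffer.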
HEK293 tox: cytotoxic in the GLP-1 receptor inverse agonist counter-screen; AID 624418; Potency, µM (highest dose often 38.3 µM), without a hit: top-dose activity change, negative = inhibition, most hits filed as inhibitors; HEK293 cAMP-luciferase reporter cells, luminescence, 24 h; 410,000 compounds, 0.13% hits;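 further: loss of luciferase light is scored as toxicity; potency means the concentration at half of the fitted maximal effect; on the % scale 0 is the no-effect control and ±100 the full control effect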
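Quantitative HTS format, 1536 wells, 200 cells/uL seeded. Compounds: 23 nL, 24 h, 37 °C. Detection: luciferase reagent, luminescence at 12 min RT; decreased signal taken as cytotoxic.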
TDP-43 yeast inh: inhibitors of TDP-43 toxicity in yeast; TDP-43 expressing yeast growth rescue, BacTiter-Glo, 24 h; Potency, µM (top dose mostly 46.1 µM), without a hit: at the highest dose growth rescue (activation), most hits filed as activators; 410,000 compounds, 1.8% hits; AID 652104; further: potency means the concentration at half of the fitted maximal effect; % of control where 0% means no effect; nearly all actives have a fitted effect of over 50% in size
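Readout is BacTiter-Glo luminescence of cell growth, so inhibitors register as activators. TDP-43-expressing yeast at OD600=0.02 in galactose medium, after raffinose pregrowth to mid-log, were incubated with compound for 24 hr at 30 deg C.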
FUS yeast rescue: suppressors of FUS proteinopathy in yeast; 390,000 compounds, 0.24% hits; S. cerevisiae FUS-expressing, growth rescue, OD600, 24 h; Potency, µM (titrated, usually from 76.6 µM), for the others: at the highest dose growth rescue (activation), most hits filed as activators; AID 1347120;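 further: potency means the concentration at half of the fitted maximal effect; plate controls were DMSO vehicle for no effect and reference control for full effect; nearly all actives have a fitted effect of over 55% in size; some results filed as inactive show a strong effect at the top dose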
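FUS-expressing yeast, raffinose-pregrown, induced in 2% galactose minimal medium at OD 0.005; compounds in a dilution series, 24hr at 30C. Growth restoration read as absorbance at 600 nm. CP55940 positive control, DMSO negative.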
aSyn rescue: inhibitors of alpha-synuclein toxicity in yeast. Yeast expressing alpha-synuclein, growth rescue, BacTiter-Glo, 24 h. Potency, µM (doses to about 46.1 µM), inactives show top-dose growth rescue (activation), usual class: activators. 370,000 compounds, 0.14% hits; further: potency means the concentration at half of the fitted maximal effect; % of control where 0% means no effect; nearly all actives have a fitted effect of over 65% in size
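Readout is rescue of growth in alpha-synuclein-expressing yeast, so inhibitors of toxicity appear as activators. Growth after 24 hr at 30 deg C in galactose medium is quantified by luminescence.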
Abeta rescue: compounds reversing amyloid beta toxicity in yeast. yeast expressing A-beta42, growth rescue, OD600, 48 h; response scale: 0% DMSO, 100% iron-clioquinol control. Potency, µM (highest dose often 46.1 µM), without a hit: top-dose growth rescue, most hits filed as activators. 410,000 compounds, 0.063% hits; further: potency means the concentration at half of the fitted maximal effect; nearly all actives have a fitted effect of over 55% in size
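Growth rescue measured by 600 nm absorbance after 48 h yeast culture at 30 C with compound. Values normalized between DMSO and an equimolar ferric chloride plus clioquinol control.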
PTHR1 agonist: agonists of human PTHR1 parathyroid hormone receptor | HEK293 GP2 PTHR1 cells, GloSensor cAMP luminescence, 1 h | 410,000 compounds, 0.075% hits | AID 743266 | Q03431 | Potency, µM (series often up to 115 µM), inactives show top-dose activation, usual class: activators; further: potency means the concentration at half of the fitted maximal effect; nearly all actives have a fitted effect of over 55% in size; some results filed as inactive show a strong effect at the top dose; inactives centre near -15; many of its hits are not listed in these tables
Target sequence (Q03431 whole entry, looked up): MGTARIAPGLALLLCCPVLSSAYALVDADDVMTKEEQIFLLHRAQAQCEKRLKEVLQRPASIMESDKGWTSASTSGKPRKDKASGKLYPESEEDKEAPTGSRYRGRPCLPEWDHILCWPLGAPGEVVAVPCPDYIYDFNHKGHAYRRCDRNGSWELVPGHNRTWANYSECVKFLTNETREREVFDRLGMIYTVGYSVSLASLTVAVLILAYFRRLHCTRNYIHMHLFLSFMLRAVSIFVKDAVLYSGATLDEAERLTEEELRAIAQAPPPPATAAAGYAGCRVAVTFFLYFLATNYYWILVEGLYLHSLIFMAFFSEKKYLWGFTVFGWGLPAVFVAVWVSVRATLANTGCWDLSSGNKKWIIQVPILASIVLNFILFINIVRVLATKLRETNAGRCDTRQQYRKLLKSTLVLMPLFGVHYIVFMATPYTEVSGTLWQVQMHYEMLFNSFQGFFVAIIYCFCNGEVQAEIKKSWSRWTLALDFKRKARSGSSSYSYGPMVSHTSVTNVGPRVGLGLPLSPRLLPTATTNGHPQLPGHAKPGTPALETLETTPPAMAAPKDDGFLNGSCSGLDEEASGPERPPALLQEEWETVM
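HEK-293-derived GP2 cells expressing PTHR1 and a GloSensor cAMP reporter, 3,000/well, plated overnight, given luciferin plus IBMX (each 0.5 mM as added) for 1 h at 37 °C, then compound for 1 h at 37 °C. Luminescence was read after 15 min at room temperature.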
Akt phos inh: Akt phosphorylation inhibition; Neuro2A IGF-stimulated pAkt S473 HTRF, 20 min; hits give low values; activity change, % for hits at 50 µM; 360,000 compounds, 0.32% hits; in the data active means activity change below about -80%; inconclusive means mostly about -51% to -80%; further: on the % scale 0 is the no-effect control and ±100 the full control effect
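Neuro2A cells (4,500/well, DMEM with 0.5% FBS) were treated with compound at a single 50 µM final concentration, stimulated with 6 nM IGF for 20 min at 37 °C, and lysed. Phospho-Akt Ser473 was read by HTRF as 665/615 ratio ×10^4.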
GLP1R inv ag: GLP-1 receptor (human) inverse agonism; P43220; HEK293 GLP-1R CRE-luciferase, luminescence, 24 h; GLP-1R form is constitutively active; Potency, µM (titrated, usually from 38.3 µM), without a hit: top-dose activity change, negative = inhibition, actives largely listed as inhibitors; 410,000 compounds, 1.6% hits; AID 624417; further: potency means the concentration at half of the fitted maximal effect; on the % scale 0 is the no-effect control and ±100 the full control effect; nearly all actives have a fitted effect of over 55% in size
Target sequence (P43220 whole entry, looked up): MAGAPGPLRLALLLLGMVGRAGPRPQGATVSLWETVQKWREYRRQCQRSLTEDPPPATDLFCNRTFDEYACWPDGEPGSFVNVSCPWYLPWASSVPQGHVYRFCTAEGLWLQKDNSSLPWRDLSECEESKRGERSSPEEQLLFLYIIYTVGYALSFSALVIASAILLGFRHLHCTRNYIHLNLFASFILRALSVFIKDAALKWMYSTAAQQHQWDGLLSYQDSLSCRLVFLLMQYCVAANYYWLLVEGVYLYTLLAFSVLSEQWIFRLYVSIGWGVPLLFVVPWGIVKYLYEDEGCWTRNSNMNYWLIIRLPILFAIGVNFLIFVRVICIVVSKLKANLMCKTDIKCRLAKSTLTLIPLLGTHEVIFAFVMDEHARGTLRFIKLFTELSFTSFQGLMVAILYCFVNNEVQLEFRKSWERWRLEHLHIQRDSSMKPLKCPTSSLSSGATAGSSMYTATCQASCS
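HEK293 cells stably co-expressing a cAMP-responsive luciferase reporter and constitutively active GLP-1R were seeded, incubated 12 h, then exposed to compounds for 24 h at 37 C. Luminescence was read 12 min after detection reagent; inverse agonists lower signal.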
Numbers without * were called inactive; i = inactive; ? = inconclusive; . = no result given; [ ] = dose if it differs, or a comment. Unless noted, the call rests on the fitted dose curve; in most records, active means well fitted curve in the direction sought with a large enough effect; inconclusive means small, poorly fitted or top-dose-only effect, or another doubt; inactive means no such curve, though single readings can be large; an effect the other way counts as inactive or inconclusive. This is a subset; count on the stated rates, not on these rows.

SMILES	Mm-Cpn inhibitor	HEK293 tox	TDP-43 yeast inh	FUS yeast rescue	aSyn rescue	Abeta rescue	PTHR1 agonist	Akt phos inh	GLP1R inv ag
CCOc1ccccc1CSc1nc2ccccc2[nH]1	0%	-4%	?	2%	3%	12%	-21%	i	?
Cc1ccc(S(=O)(=O)NC2=NCN(CCc3ccccc3)CN2)cc1	1%	11%	-1%	-1%	-12%	-2%	i	i	1%
COC(=O)c1cccc(Nc2ccc([N+](=O)[O-])cn2)c1	-3%	-14%	?	-28%	-8%	0%	-9%	i	18%
CCCCN(CCCC)c1cn[nH]c(=O)c1Cl	-2%	-6%	22%	14%	-7%	-20%	-17%	i	-11%
COc1cccc(/C=N/Nc2nc(Nc3ccc([N+](=O)[O-])cc3)nc(N3CCCC3)n2)c1O	-4%	?	20%	?	7%	?	-4%	i	2.8µM*
O=C(NCc1ccc(Cl)cc1)c1cnc2sc(N3CCCCCC3)nn2c1=O	.	4%	14%	-3%	.	-10%	-19%	.	10%
COc1ccc(CCN(Cc2ccccn2)C(=S)Nc2ccc(C)cc2)cc1OC	-24%	-12%	19%[9.22 µM]	27%	4%	23%	-29%	i	-28%
COc1ccc(-c2cc(C(=O)N/N=C/c3sccc3C)c3ccccc3n2)c(OC)c1	-11%	0%	-3%	?	-5%	-6%	-9%[57.5 µM]	i	-30%
CCCCCc1nnc(NC(=O)C2CCCO2)s1 (stereo not drawn)	2%	3%	-2%	15%	-1%	10%	-5%[57.5 µM]	.	-4%
CCCc1cc(=O)[nH]c2nnc(SCC(=O)Nc3ccc(C(C)=O)cc3)n12	-1%	-2%	-16%	-3%	0%	9%	27%	i	4%
COc1cc(-c2noc(-c3ccccc3C(=O)NCc3ccco3)n2)cc(OC)c1OC	0%	-18%	-5%	-6%	-6%	11%	-3%[57.5 µM]	i	?
CC(=O)N(c1cccc(Cl)c1)c1nc(C)cc(C)c1C#N	-1%	-11%	12%	2%	0%	8%	i	i	1%
CCOC(=O)N1CCN(c2cccc(C)c2C)CC1	-7%	-3%[1.53 µM]	?	9%	1%	15%	4%	i	-3%
O=S(=O)(c1ccc2c(c1)CCN2)N1CCCC1	0%	5%	12%	3%	-7%	-6%	?	i	3%
O=C(CSc1ccc2nnc(-c3ccccn3)n2n1)Nc1ccc(F)cc1	1%	3%	8%	9%	?	-6%	i	i	8%
NNC(=O)c1cccc(S(=O)(=O)Nc2cc(Cl)ccc2Cl)c1	1%	-4%	-1%	36%	10%	-1%	-15%	i	3%
COc1ccc(S(=O)(=O)N2CCC(Nc3ccccc3Cl)CC2)cc1	-1%	0%	-25%	.	0%	-19%	i	i	?
CCC(=O)Oc1ccc(C(=O)Nc2ccccc2C(=O)NCC(C)C)cc1	-3%	-4%	29%	?	-9%	10%	-3%	i	15%
O=C(COC(=O)c1cc(=O)c2ccccc2o1)NC1CCCCC1	0%	8%	8%	-6%	1%	6%	i	i	6%
CCOC(=O)c1ccc(NC(=S)NC2CC(C)(C)NC(C)(C)C2)cc1	0%	-17%	-2%	21%	0%	1%	-2%[57.5 µM]	.	?
COc1cccc2c1OC[C@@H](CO)[C@H]2N(C)C(=O)Nc1ccc(Cl)cc1Cl	1%	-8%	0%	.	-1%	11%	-18%	i	?
Cn1c(=O)c2c(nc(NCC3CCCO3)n2Cc2ccccc2)n(C)c1=O (stereo not drawn)	0%	2%	-5%	11%	-5%	0%	-12%[57.5 µM]	i	-6%
CCOC(=O)c1[nH]c(C)c(C(=O)N2CCN(c3ccccc3)CC2)c1C	0%	6%	-8%	?	2%	-12%	i	.	3%
CSCC(C)N1CCC(n2nccc2NC(=O)c2ccccc2C)CC1 (stereo not drawn)	1%	1%	5%	9%	-5%	11%	i	i	2%
CCN(Cc1ccncc1)Cc1c(O)ccc2ccccc12	0%	0%	6%[9.22 µM]	2%	-1%	-8%	i	i	?
CC(=O)c1ccc(S(=O)(=O)NCCC(=O)OCC(=O)NCCc2ccccc2)cc1	-2%	2%	-1%	2%	0%	-5%	20%	i	5%
CCCC1=NN(C(=O)Cc2ccc(OC)c(OC)c2)C(O)(C(F)(F)F)C1 (stereo not drawn)	-1%	3%	8%	25%	9%	4%	i	i	-17%
CCCOC(=O)C1=C(C)NC(=O)NC1c1cc2c(cc1Br)OCO2 (stereo not drawn)	0%	-8%	-27%	15%	-1%	8%	-80%[inhibitor]	i	?
CCC(C)(C(=O)NC1CCCCC1)N(C(=O)C1CCC(=O)N1)c1ccc(C)cc1 (stereo not drawn)	1%	-5%	-20%	16%	0%	5%	-15%[57.5 µM]	i	8%
COc1ccc(NC(=O)CN(C)C(=O)c2ccc(S(=O)(=O)N3CCOCC3)cc2)cc1	.	8%	8%	-40%	5%	3%	-17%	i	15%

Structures above that contain an NH in an aromatic ring:
SMILES	Mm-Cpn inhibitor	HEK293 tox	TDP-43 yeast inh	FUS yeast rescue	aSyn rescue	Abeta rescue	PTHR1 agonist	Akt phos inh	GLP1R inv ag
CCOc1ccccc1CSc1nc2ccccc2[nH]1	0%	-4%	?	2%	3%	12%	-21%	i	?
CCCCN(CCCC)c1cn[nH]c(=O)c1Cl	-2%	-6%	22%	14%	-7%	-20%	-17%	i	-11%
CCCc1cc(=O)[nH]c2nnc(SCC(=O)Nc3ccc(C(C)=O)cc3)n12	-1%	-2%	-16%	-3%	0%	9%	27%	i	4%
CCOC(=O)c1[nH]c(C)c(C(=O)N2CCN(c3ccccc3)CC2)c1C	0%	6%	-8%	?	2%	-12%	i	.	3%

(listing goes on)
SMILES	Mm-Cpn inhibitor	HEK293 tox	TDP-43 yeast inh	FUS yeast rescue	aSyn rescue	Abeta rescue	PTHR1 agonist	Akt phos inh	GLP1R inv ag
Cc1cccc(-c2nc3c(c(SCC(=O)N(C)C)n2)CCCC3)c1	1%	-26%	9%	19%	1%	-44%[inhibitor]	-3%[57.5 µM]	i	-20%
N/C(=N\O)C1COc2ccccc2O1 (stereo not drawn)	-1%	4%	-22%	-8%	2%	0%	-8%[57.5 µM]	i	8%
Cc1ccccc1NC(=O)N1C2CCCC1CC(NC(=O)C(C)(C)C)C2 (stereo not drawn)	0%	2%	-19%	-8%	-8%	-8%	i	i	21%
O=C(NCCCl)Nc1cccnc1Cl	-2%	0%	-5%	11%	-1%	-1%	-7%	i	14%
Cc1ccc(NS(=O)(=O)c2ccc(C(=O)OCC(=O)NCC3CCCO3)cc2)cc1 (stereo not drawn)	4%	0%	-14%	18%	-3%	9%	-7%	i	12%
O=C(O)C1CC=CCC1C(=O)Nc1cccc([N+](=O)[O-])c1 (stereo not drawn)	2%	-4%	21%	-34%	0%	-6%	i	i	6%
C[C@H](O)[C@@H](C(=O)N1CCN(C(=O)OC(C)(C)C)CC1)n1cc(CCCCNC(=O)OC(C)(C)C)nn1	.	4%	2%	13%	3%	-10%	-2%	i	-1%
Cc1cc2c(n1-c1ccc(C(=O)NCCc3ccc(Cl)cc3)cc1)CCCC2	.	-4%	4%	37%	.	-6%	-36%[inhibitor]	.	-10%
O=C(NCC(=O)N1CCCCCC1)c1ccc(Cl)cc1	-4%	-13%	21%	-1%	5%	1%	-35%[inhibitor]	i	-10%
COCCOc1cc(NC(=O)c2sccc2Oc2ccc([N+](=O)[O-])cc2F)c(Cl)cc1Cl	0%	-23%	-4%	9%	10%	-2%	5%[57.5 µM]	i	?
COc1ccc(CN2C(=O)C(CC(=O)NCCN3CCOCC3)CC(C(=O)N(C)C)=C2C)cc1 (stereo not drawn)	.	2%	7%	-19%	?	-4%	-3%	i	19%

Filtered by structure: the entries above containing a nitro group on carbon.
SMILES	Mm-Cpn inhibitor	HEK293 tox	TDP-43 yeast inh	FUS yeast rescue	aSyn rescue	Abeta rescue	PTHR1 agonist	Akt phos inh	GLP1R inv ag
COC(=O)c1cccc(Nc2ccc([N+](=O)[O-])cn2)c1	-3%	-14%	?	-28%	-8%	0%	-9%	i	18%
COc1cccc(/C=N/Nc2nc(Nc3ccc([N+](=O)[O-])cc3)nc(N3CCCC3)n2)c1O	-4%	?	20%	?	7%	?	-4%	i	2.8µM*
O=C(O)C1CC=CCC1C(=O)Nc1cccc([N+](=O)[O-])c1 (stereo not drawn)	2%	-4%	21%	-34%	0%	-6%	i	i	6%
COCCOc1cc(NC(=O)c2sccc2Oc2ccc([N+](=O)[O-])cc2F)c(Cl)cc1Cl	0%	-23%	-4%	9%	10%	-2%	5%[57.5 µM]	i	?
